TROY signal inh: inhibitors of TROY-driven NF-kB signaling, primary screen, Q293 LMP1-TROYcd cells, NF-kB luciferase, uHTS; inhibition, % at 10 µM; Q293 LMP1-TROYcd NF-kB luciferase reporter, 4 h; 360,000 tested, 0.98% active; AID 1347056, 2019;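 active = compounds whose plate-normalised and pattern-corrected inhibition of the luciferase reporter signal at the single screening dose is 50% or more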
NR2F2 inh: NR2F2 transcriptional activity inhibitors, primary screen, cell-based, luciferase reporter, HEK293T, luminescence; inhibition, % at 8.6 µM; AID 686940, 2013; 370,000 tested, 0.7% active; COUP transcription factor 2 (Homo sapiens), P24468; HEK293T NGFI-A luciferase reporter;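 active = inhibition above a per-plate cutoff, mean inhibition of test wells between control levels plus 3 SD, cut at about 38% in these data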;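 note: cells cotransfected with COUP-TFII expression vector driving the NGFI-A reporter; 0% = median of COUP-TF2 test wells and 100% = reporter-only cells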
Target sequence (P24468 whole entry, looked up): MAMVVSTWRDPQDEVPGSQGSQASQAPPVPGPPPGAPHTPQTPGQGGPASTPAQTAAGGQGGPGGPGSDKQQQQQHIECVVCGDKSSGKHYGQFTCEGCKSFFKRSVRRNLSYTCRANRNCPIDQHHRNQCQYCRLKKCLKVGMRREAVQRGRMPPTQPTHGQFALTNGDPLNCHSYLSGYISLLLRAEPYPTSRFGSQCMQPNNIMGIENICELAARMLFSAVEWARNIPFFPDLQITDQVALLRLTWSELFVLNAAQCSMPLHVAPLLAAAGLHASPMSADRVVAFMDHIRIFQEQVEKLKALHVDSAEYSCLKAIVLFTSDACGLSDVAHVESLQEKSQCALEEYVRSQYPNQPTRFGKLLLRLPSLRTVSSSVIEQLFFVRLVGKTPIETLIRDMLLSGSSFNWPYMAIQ
C8 TRAIL sens: viability loss with TRAIL in NB7+C8 cells, primary screen, TRAIL sensitizer project, cell-based, ATPlite luminescence; 360,000 tested, 1% active; inhibition (viability loss, TRAIL sensitization), % at 10 µM;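 active = compounds causing at least 50% loss of cell viability in the single-dose screen, relative to plate controls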
KKLEB cytotox: cytotoxicity in KKLEB CF airway cells, primary screen, cytotoxicity control for CF NF-kB inhibitor project, cell-based, uHTS, fluorescence assay plates. 360,000 tested, 0.36% active. KKLEB CF airway cells viability, ATPlite luminescence, overnight; active compounds read low; cells stimulated with P. aeruginosa culture filtrate. activity change (cytotoxicity), % at 5 µM;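 active = corrected activity change at or below -50% at 5 µM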
TWEAK-Fn14 inh: inhibitors of TWEAK-Fn14 signaling, primary screen, luciferase reporter cells, uHTS; AID 1159606, 2016; inhibition, % at 10 µM; 360,000 tested, 2% active; TWEAK-stimulated Fn14 reporter cells, luciferase luminescence, 8 h; in the data active = inhibition above about 50%
NR5A2 inv ag: LRH-1 (NR5A2) inverse agonists, primary screen, cell-based, luminescence, HEK293T, StAR-luciferase reporter; 360,000 tested, 0.13% active; inhibition, % at 3.6 µM; Nuclear receptor subfamily 5 group A member 2 (Homo sapiens), O00482; AID 602396, 2012; LRH-1 transfected, 24 h;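 active = inhibition above the mean inhibition of all tested compounds plus 3 SD, cut at about 73% in these data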;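 note: 0% = DMSO wells and 100% = reporter-only cells lacking LRH-1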
SRC3 inh: SRC3 coactivator transcriptional activity inhibitors, primary screen, cell-based, luminescence; HEK293 GAL4-SRC3 luciferase reporter; AID 588352, 2011; 360,000 tested, 0.17% active; inhibition, % at 3.6 µM;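 active = inhibition above a per-campaign cutoff, the mean of all compounds plus 3 SD, cut at about 60% in these data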;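 note: 0% = DMSO-treated cells and 100% = gossypol-treated cells at 36 µM; higher means less SRC3-driven luciferase light from the GAL4 reporter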
NCOA2 inhibitor: inhibition of GAL4-SRC2 driven luciferase reporter, primary screen, SRC2 inhibitor project, cell-based, luminescence. Nuclear receptor coactivator 2 (Homo sapiens), Q15596. HEK293 GAL4-SRC2 luciferase reporter. inhibition, % at 9 µM. 370,000 tested, 0.17% active. AID 651957, 2012;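 active = inhibition above the mean inhibition of all tested compounds plus 3 SD, set per campaign, cut at about 52% in these data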;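 note: 0% = DMSO treated cells and 100% = cells given Gossypol at 36 µM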
NCOA1 inh: SRC1 coactivator transcriptional activity inhibitors, primary screen, cell-based, luminescence; Nuclear receptor coactivator 1 (Homo sapiens), Q15788; HEK293 GAL4-SRC1 luciferase reporter; inhibition, % at 3.6 µM; 360,000 tested, 0.12% active; AID 588354, 2011;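 active = inhibition above the campaign mean plus 3 SD, with each screening campaign given its own cutoff, cut at about 60% in these data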;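 note: 0% = DMSO treated cells and 100% = gossypol at 36 µM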
CF NFkB block: inhibitors of PAF-induced NF-kB signaling, primary screen, cell-based, GFP fluorescence, uHTS; KKLEB NF-kB-GFP reporter, GFP fluorescence overnight; 360,000 tested, 0.86% active; AID 588850, 2011; inhibition, % at 5 µM;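 active = at least 50% inhibition at 5 µM, scaled per plate between neutral and stimulator controls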;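 note: PAF is a Pseudomonas aeruginosa culture filtrate used as stimulus; plate controls were PAF-stimulated DMSO wells for no effect and unstimulated DMSO wells for full effect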
EBV LMP1 NFkB: EBV LMP1-driven NF-kappaB luciferase reporter inhibitors, primary screen, cell-based, luminescence, single point; inhibition, % at 12.5 µM; AID 504558, 2011; LMP1-induced NF-kappaB luciferase reporter cells; 350,000 tested, 0.69% active; in the data active = inhibition above about 41%;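 note: 0% = neutral control wells and 100% = reference inhibitor control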
* = called active by the depositor; x = no result given.

Compound,TROY signal inh,NR2F2 inh,C8 TRAIL sens,KKLEB cytotox,TWEAK-Fn14 inh,NR5A2 inv ag,SRC3 inh,NCOA2 inhibitor,NCOA1 inh,CF NFkB block,EBV LMP1 NFkB
N#Cc1c2c(c(Nc3ccc(O)cc3)n3c1nc1ccccc13)CCC2,-10,-4,18,-17,-20,22,-1,2,-17,8,10
O=C(CCN1C(=O)/C(=C/c2cccs2)SC1=S)Nc1ccc(O)cc1,6,18,12,-21,-24,-5,10,-6,-6,22,-4
COc1ccc(N2CCN(C(=O)[C@H](C)N3C(=O)C4CC=CCC4C3=O)CC2)cc1 (some centres not stated),2,5,1,25,3,11,2,-6,0,-24,-15
CCOC(=O)C1=C(N)OC2=C(C(=O)CCC2)C1c1cccnc1 (configuration not stated),-4,5,-2,9,-2,22,1,-1,0,4,6
COc1cc(-c2nc3ccccc3nc2-c2ccc(O)c(OC)c2)ccc1O,-6,-13,0,-13,31,-3,-3,3,-1,28,13
COc1ccc(S(=O)(=O)N2CCN(C(=O)c3cccc(S(=O)(=O)N4CCCC4)c3)CC2)cc1,-2,9,-5,-15,-13,9,8,8,3,16,-3
COC(=O)c1cc2sccc2n1Cc1nc(-c2cccc(Cl)c2)oc1C,14,-11,1,-2,5,24,-4,-5,-3,12,-12
CC(C)NC(=O)CSc1nc2ccccc2c(=O)n1CCCOC(C)C,2,0,-9,-4,-9,-26,5,-8,-8,0,5
O=C(NCc1ccco1)C12CC3CC(C1)CC(C(=O)NCc1ccco1)(C3)C2,9,21,-1,4,8,14,5,-21,12,1,-9
Cc1ccccc1OCC(=O)Nc1ccccc1N1CCOCC1,-7,6,-14,-5,-12,-20,17,-10,-7,8,-8
Cc1ccc(NC(=O)CC2SC(=Nc3ccc(O)cc3)NC2=O)cc1 (configuration not stated),-2,8,1,3,3,-5,-16,-24,-5,-4,-2
CN1CCN(CC#CCn2c3ccccc3c3ccccc32)CC1,4,5,20,-11,-9,-10,11,-27,3,27,-18
COC(=O)C(NC(=O)CCc1nnc2ccc(N3CCC(C)CC3)nn12)C(C)C (configuration not stated),1,5,5,-1,9,16,4,-10,8,0,-3
COc1ccc(OCC(=O)Nc2ccccc2N2CCN(C)CC2)cc1,-9,-1,-2,-28,1,-8,3,1,13,24,16
COc1ccccc1N/C(N)=N/c1nc(C)cc(C)n1,6,14,8,0,6,5,18,4,-25,-3,-1
COc1ccc(N(CC(=O)N/N=C/c2ccc3c(c2)OCO3)S(=O)(=O)c2ccc(NC(C)=O)cc2)cc1,-9,14,-4,-12,-1,-3,8,10,10,1,-9
COc1cc(OC)c(C(=O)OCC(=O)c2cc(C)n(CC3CCCO3)c2C)cc1OC (configuration not stated),12,-2,13,-8,-7,3,8,0,-3,14,3
CC(=O)Nc1ccc(NC(=O)C(C)OC(=O)CC23CC4CC(CC(Br)(C4)C2)C3)cc1 (configuration not stated),5,-11,7,-20,-13,4,7,-21,-5,-4,1
NC(=O)c1sc2nc3c(cc2c1N)CCC3,-9,4,18,0,8,-34,1,-42,0,4,-7
CN(c1ccccc1)c1nc(N)c([N+](=O)[O-])c(N2CCCC2)n1,-57,6,-14,-5,-12,-66,-72,-13,-85,1,-19
CCN(CC)CCNC(=O)c1cc(Sc2nnc(C)s2)nc2ccccc12,-20,-24,0,-13,2,4,14,0,9,-35,0
COc1ccc(NC(=O)CN(C)C(=O)CCc2c[nH]c3ccccc23)cc1,10,-3,-6,4,2,19,-1,-8,14,2,-10
CCOC(=O)c1cc(C(C)=O)c(=O)[nH]c1C,-12,8,-3,-4,-10,11,2,-3,5,-6,-9
Cc1ccc(C(c2c(NC(=O)c3ccco3)sc(C)c2C)N2CCOCC2)cc1 (configuration not stated),38,-15,12,-7,70*,7,19,-19,-32,0,-6
Cn1c(=O)cc(OCCCC(=O)NCc2ccccn2)c2ccccc21,-12,-36,-8,5,-2,25,3,-35,15,-17,-7
Cc1ccc(Cn2c(=O)n(CCC(=O)NCc3ccc4c(c3)OCO4)c(=O)c3ccccc32)cc1,-4,-5,7,-19,-35,7,6,14,-3,-1,-10
COc1ccccc1-n1c2c(cc(C(=O)N3CCC(C)CC3)c1=O)C(=O)CC(C)(C)C2,-3,-17,-1,15,-1,6,-1,23,4,-15,-3
COc1ccccc1CNC(=O)C1CC(=O)N(c2ccc(C)c(C)c2)C1 (configuration not stated),18,5,-1,1,-15,2,19,12,1,0,-1
O=C(CN1C(=O)NC2(CCCC2)C1=O)Nc1nc2ccc(F)cc2s1,-2,-28,-13,-1,11,-12,-23,-100,-28,11,-13
N#Cc1c2ncn(CC(=O)c3ccc(Br)cc3)c(=O)c2c2n1CCC2,-5,-1,20,-4,-7,13,30,13,7,15,2
Cc1ccc(NCc2ccncc2)c(Br)c1,1,0,-5,7,-10,-8,-11,-11,-12,-10,-9
CN(C)C(=O)CSc1nc2ccccc2n1CC(=O)N1CCN(c2ccccc2)CC1,4,6,-6,-9,-4,14,6,15,-8,2,-21
Cc1ccc(/C=N/NC(=O)CN2CCN(Cc3ccccc3)CC2)o1,-2,-5,3,-10,5,-5,12,12,-40,15,5
CCC(C)(C)n1nnnc1CN1CCc2ccccc21,-8,1,2,-12,-18,-3,-9,-22,-13,13,2
COC(=O)c1ccc2c(=O)n(CCN3CCOCC3)c(SCC(=O)c3ccccc3)nc2c1,10,-8,-25,-12,-27,0,6,6,-7,-3,-9
CCCc1cc(=O)[nH]c(/N=C(/NC(=O)C(C)N2C(=O)c3ccccc3C2=O)Nc2ccccc2)n1 (configuration not stated),4,3,-4,3,9,18,12,10,-26,2,2
Cc1ccc(S(=O)(=O)/N=C(/NNC(=O)c2cccc(Cl)c2)c2ccccc2)cc1,-105,-64,1,-2,21,-114,-61,-74,-80,-17,-27
Cc1ccc(-c2n[nH]c(=S)n2C)cc1,12,-6,-1,3,18,4,-8,-3,-18,-3,-1
CCc1cccc(OCCOCCN2CCCC2)c1,15,-3,23,4,-2,0,-9,3,-5,0,-4
Cc1c(-c2ccc(Cl)cc2)[n+](=O)c(-c2ccccc2)cn1[O-],-27,5,6,15,-25,0,8,3,-2,-8,x
CC(C)Cn1cnc2c(SCc3ccccn3)nc(N)nc21,-26,-16,-3,5,-2,-18,-34,-34,-49,0,-5
N#Cc1c(-c2ccccc2)nc(-c2ccccc2)nc1N1CCOCC1,x,-3,-6,-7,79*,6,2,-13,-5,13,-10
COc1ccc(/C=C(\NC(=O)c2ccccc2)C(=O)N2CCN(C)CC2)cc1OC,-3,-7,-12,8,15,13,-15,-11,-27,4,-2
Cc1cccc(-c2sc(Nc3ccccc3)n[n+]2-c2ccc(F)cc2)c1,-34,-6,20,-22,-4,-27,7,-5,-53,8,-1
COc1ccccc1C1=NOC(Cn2c(=O)c3c(ncn3C)n(C)c2=O)C1 (configuration not stated),-5,-3,1,-21,-2,-21,-1,4,-20,9,-4
Cc1ccc(C2(C)NC(=O)N(CC(=O)Nc3ccccc3N3CCCCC3)C2=O)cc1 (configuration not stated),-2,-4,-11,0,-9,2,-16,5,-34,-19,3
Cc1ccc2[nH]c(-c3ccccc3)c(CN(C)C)c(=O)c2c1,-22,-12,-4,1,-4,-5,21,-35,-3,14,-6
O=Cc1c(C(=O)O)n(CC(=O)O)c2ccccc12,-3,4,16,7,-6,-14,-2,2,-1,-2,-10
O=C(c1cccc(Cl)c1)N1CCN(Cc2ccc3c(c2)OCO3)CC1,-6,5,1,8,-5,2,-7,27,-15,-13,8
CC(=O)Nc1ccc(OCC(O)Cn2cncn2)cc1 (configuration not stated),0,-21,-3,-3,-7,13,-15,-16,1,-6,4
CCN(CC)CCn1c(C)nc2ccccc21,8,-7,-8,3,-13,15,23,20,-11,-7,1
N#C/C(=C\C=C\c1ccccc1)C(=O)NCc1cccnc1,9,17,4,1,29,-5,15,23,11,-41,-6
CC(C)(C)c1ccc(C(=O)NC(=O)CSc2n[nH]c(N)n2)cc1,-16,-7,-8,1,-9,-4,9,-10,-4,-4,-4
C[C@]12c3[nH]c4ccccc4c3CCN1C(=O)C(CC(=O)NCCCn1ccnc1)C[C@@H]2C(=O)N1CCCCC1 (some centres not stated),-8,3,-23,10,-6,12,7,18,0,-25,-4
